Measles CPE: protection of cells from measles virus. Measles virus-infected cells, CPE protection, absorbance. protection (pct of control), % at 4 µM. actives 1.5% (n = 140,000). AID 841; in the data active = protection mostly above about 24%, no sharp cut-off; inactive = mostly below about 26%; also: some compounds called inactive have numbers as strong as hits
Yeast life ext: extends the lifespan of yeast. S. cerevisiae growth with nicotinamide, OD615; deaD strain in restrictive glucose medium. inhibition of the nicotinamide effect, % at 10 µM. actives 0.68% (n = 130,000). AID 775;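 active = inhibition above a set limit, placed 3 SD over the median of all compounds, cut at about 26% in these data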;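 also: 0% = nicotinamide-treated wells and 100% = cells grown without nicotinamide; some compounds called inactive have numbers as strong as hits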
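Buffer or medium: CSMM-D glucose medium, restrictive; test system: modified budding yeast, DeaD strain; compound: single dose 10 µM compound, 0.25% DMSO; schedule: culture preincubation 4 h, compound exposure 48 h, both 30 °C; detection: optical density (absorbance) at 615 nm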
MRP-1 activ: activates MRP-1; viability increase, % at 10 µM; actives 0.61% (n = 140,000); H69AR cells + doxorubicin, viability rescue, CellTiter-Glo;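 active = viability gain under doxorubicin at or above a set limit, the compound median plus 3 SD, cut at about 4.7% in these data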;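 also: MRP-1 overexpressing cells given doxorubicin 25 µM after compound pretreatment; 18-22 h compound pretreatment then 72 h with doxorubicin before readout; 0% = doxorubicin-only wells and 100% = vehicle-treated cells without doxorubicin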
Yeast growth inh: reduces growth of yeast BB579 in restrictive medium; S. cerevisiae BB579 growth, OD615, 48 h; inhibition, % at 10 µM; actives 0.51% (n = 140,000); AID 804;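 active = inhibition above a set limit, 3 SD over the mean compound inhibition, cut at about 44% in these data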; also: inactives centre near -24
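System: Saccharomyces cerevisiae DeaD strain BB579, replicative lifespan model yeast. Buffer or medium: restrictive glucose-based CSMM-D medium. Doses: one dose, 10 µM compound with 0.25% DMSO. Timing: 4 h preincubation and 48 h exposure at 30 °C. Detection: turbidity as optical density at 615 nm. Benchmarks: amphotericin B 10 µg/mL, positive.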
E-sel TNF inh: blocks E-selectin expression induced by TNF alpha | HUVEC TNFa-induced E-selectin immunofluorescence, high content | inhibition, % at 2 µM | actives 0.71% (n = 120,000);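 active = inhibition above the batch mean plus 3 SD, and confirmed as a hit on visual image review, cut at about 43% in these data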;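 also: 0% = TNF-stimulated DMSO wells and 100% = unstimulated control wells; not every result past the cut was called active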
NPY-Y2 antag: NPY-Y2 (human) receptor antagonism; P49146; NPY-Y2 expressing cells, antagonist mode; inhibition, % at 2.7 µM; actives 0.99% (n = 140,000); AID 793; in the data active = inhibition above about 17%;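 also: 0% = vehicle with agonist challenge and 100% = reference antagonist with challenge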
Target sequence (P49146 whole entry, looked up): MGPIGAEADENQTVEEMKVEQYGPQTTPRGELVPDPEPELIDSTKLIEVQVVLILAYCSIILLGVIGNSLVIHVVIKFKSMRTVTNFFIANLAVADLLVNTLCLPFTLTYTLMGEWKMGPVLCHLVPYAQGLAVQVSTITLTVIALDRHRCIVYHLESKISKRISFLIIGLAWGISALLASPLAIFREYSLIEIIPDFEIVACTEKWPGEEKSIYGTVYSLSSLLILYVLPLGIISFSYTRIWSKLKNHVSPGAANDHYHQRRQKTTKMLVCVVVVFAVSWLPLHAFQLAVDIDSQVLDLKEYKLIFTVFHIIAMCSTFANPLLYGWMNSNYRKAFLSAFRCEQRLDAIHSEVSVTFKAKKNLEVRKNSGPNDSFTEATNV
GALR2 antag: GALR2 (human) receptor antagonism; inhibition, % at 4 µM; AID 828; O43603; actives 0.39% (n = 140,000); GALR2-expressing cells, antagonist mode; in the data active = inhibition above about 27%;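 also: cells stimulated with galanin 1-16 at roughly its EC80; 0% = agonist challenge control and 100% = basal control without agonist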
Target sequence (O43603 whole entry, looked up): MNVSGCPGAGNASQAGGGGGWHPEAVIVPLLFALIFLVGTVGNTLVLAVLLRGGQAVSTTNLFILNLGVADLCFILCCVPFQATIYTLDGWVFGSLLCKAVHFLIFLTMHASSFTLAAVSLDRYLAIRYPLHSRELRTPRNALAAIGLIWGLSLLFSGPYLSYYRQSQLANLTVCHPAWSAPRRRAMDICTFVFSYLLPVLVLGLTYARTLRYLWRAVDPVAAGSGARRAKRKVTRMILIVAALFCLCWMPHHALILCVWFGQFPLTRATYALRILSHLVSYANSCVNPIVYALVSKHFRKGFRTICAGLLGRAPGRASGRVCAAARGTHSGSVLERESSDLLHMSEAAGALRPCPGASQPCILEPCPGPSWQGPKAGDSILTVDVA
Phagocytosis inh: inhibitors of macrophage phagocytosis; J774A.1 macrophage IgG-bead phagocytosis, imaging; actives 0.07% (n = 110,000); AID 1029; inhibition, % at 5 µM;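 active = inhibition above the mean of the plate negative controls plus 5 SD, cut at about 13% in these data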;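 also: phagocytic index as fraction of beads internalized from green versus red external bead signal; plate controls were DMSO negative control for no effect and cytochalasin-D positive control for full effect; some results beyond the cut were filed as inactive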
HCT116 bCat-KO: beta-catenin-lacking colon tumor cell growth suppression. AID 818. viability, % at 10 µM. actives 1.5% (n = 140,000). HCT116 beta-catenin knockout viability, CellTiter-Glo, 60 h; hits give low values;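 active = viability at or under a set limit, the compound median less 4 SD, cut at about 6% in these data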;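 also: 0% = Hyamine 1622 control at 20 µM and 100% = untreated cell control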
PTEN del growth: PTEN-deleted cell growth suppression. HCT116 PTEN-null viability, CellTiter-Glo, 60 h; hits give low values. viability, % at 10 µM. actives 1.2% (n = 140,000). AID 827;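 active = viability at or below a set limit, 4 SD under the median of all tested compounds, cut at about 3.7% in these data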;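 also: PTEN knockout HCT116 line with beta catenin targeted HCT116 as companion control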
Numbers without * were called inactive; / = no result given.

SMILES	Measles CPE	Yeast life ext	MRP-1 activ	Yeast growth inh	E-sel TNF inh	NPY-Y2 antag	GALR2 antag	Phagocytosis inh	HCT116 bCat-KO	PTEN del growth
CC(C)CCNC(=O)CN(C(=O)Cn1nnc(-c2ccc(F)cc2)n1)C1CCCC1	5	-4	-1.1	-3	-4	-2	16	0	95	97
CCc1c(C)c(C#N)c2nc3ccccc3n2c1Nc1c(C)n(C)n(-c2ccccc2)c1=O	4	-19	-3.9	-18	-1	0	-1	/	77	76
COc1ccc(C(C(=O)NC2CCCC2)N(C(=O)c2ccco2)c2ccc(OC)c(OC)c2)cc1 (stereo not given)	5	/	-2.0	-8	-18	3	5	/	87	83
C=C(C)C1CC=C(C)/C(=N/NC(=O)COc2cccc(C)c2)C1 (stereo not given)	15	/	2.5	-43	-9	8	-10	/	92	92
CC(C)CN(C(=O)COC(=O)CCc1c[nH]c2ccccc12)C1CCS(=O)(=O)C1 (stereo not given)	6	0	-1.2	-6	-22	-1	-1	1	97	99
COc1cc2c(cc1OC)CN(CC(=O)Nc1ccccc1C#N)CC2	1	-5	-4.2	7	-2	3	5	0	84	83
CC(C)N1CC=C2C(C#N)=C(N)C(C#N)(C#N)C(c3ccccc3)C2C1 (stereo not given)	5	-17	-1.3	7	-3	-3	-2	-1	93	91
CC(C)c1ccc(/C=N/Nc2cc(N3CCOCC3)nc(N3CCOCC3)n2)cc1	0	-5	-0.5	-59	7	2	-5	-8	37	47
Cc1cc(C)n(S(=O)(=O)c2cc(Cl)ccc2Cl)n1	9	12	-2.3	-58	-2	3	10	1	81	85
Cc1ccc(N2C(=O)c3ccc(C(=O)Nc4cccnc4)cc3C2=O)c(C)c1	18	-4	0.3	-43	18	-3	-3	-1	106	103
Cc1c(Cl)ccc2c1NC(=O)[C@]21[C@@H]2C(=O)N(Cc3ccccc3)C(=O)[C@@H]2[C@@H]2CCCN21	7	-7	-4.5	-24	/	-3	9	0	15	16
CC(C)N(C)NC(=S)Nc1ccccc1	18	5	-4.5	-9	-32	1	11	0	102	99
CC(=O)c1c(C)nn(C(=O)c2cccs2)c1C	5	-4	0.2	17	-1	4	6	/	97	95
Cc1cc(C)c(NC(=O)CN2C(=O)NC3(CCCCC3)C2=O)c(Cl)c1	3	3	-1.0	-41	/	1	1	0	81	81
CCOC(=O)c1c(NCc2ccc3c(c2)OCO3)c2ccccc2[nH]c1=O	10	-8	-0.5	-6	14	3	11	-1	92	98
CCOc1ccc(-c2c(C(=O)N/N=C/c3ccc(OC)cc3)nnn2-c2nonc2N)cc1	6	6	-0.3	-24	-7	-1	-6	-2	88	85
CCOC(=O)c1c(C)nc2sc3c(c2c1-c1ccc(OC)cc1)NC(c1ccccc1)NC3=O (stereo not given)	3	-6	-3.6	-41	2	1	-14	/	103	83
CCCCC(=O)Nc1cccc(NC(=O)C(C)C)c1	8	-7	-0.6	-40	11	4	-19	0	97	113
CCc1ccc(NC(=O)c2cnn(-c3ccccc3)c2C)cc1	11	-5	4.6	-49	/	1	7	-1	95	92
Cc1ccc(CNC(=O)CCNS(=O)(=O)c2cccs2)cc1	3	8	-0.3	-35	-14	6	-3	-2	98	103
O=C(CCN1CCCC1Cc1ccccc1)c1ccc2c(c1)OCCO2 (stereo not given)	16	7	-3.8	-27	8	7	6	0	74	77
CCN(CC)c1ccc(-c2nc3cnccn3c2NC2CCCC2)cc1	27	8	-5.8	-60	-1	4	22	/	49	46
CC1=C(C(=O)Nc2ccccc2)C(c2ccc(C)cc2)N=C(Nc2nc3ccccc3o2)N1 (stereo not given)	8	-11	-6.5	-52	-35	-1	2	-2	7	3.6*
Cc1cc(C)c(C#N)c(N2CCCC(C(N)=O)C2)n1 (stereo not given)	17	3	-1.2	-34	/	1	-6	0	83	98
O=C(CNS(=O)(=O)c1ccc(Br)s1)N1CCN(c2ncccn2)CC1	3	-1	0.6	-67	-28	3	-9	0	100	106
Next part:
SMILES	Measles CPE	Yeast life ext	MRP-1 activ	Yeast growth inh	E-sel TNF inh	NPY-Y2 antag	GALR2 antag	Phagocytosis inh	HCT116 bCat-KO	PTEN del growth
O=C(c1cnn2c(C(F)F)cc(-c3ccccc3)nc12)N1CCN2CCCC2C1 (stereo not given)	2	-9	-1.1	-54	-19	6	-4	-1	65	72
CSc1nnc(-c2ccccc2)c(=O)[nH]1	8	6	0.0	-30	/	2	5	0	115	102
Cc1ccc2nc(-c3cccnc3)c(NC3CCCC3)n2c1	28	-2	-2.7	-1	/	3	21	-11	92	88
COc1cc(/C=N/NC(=S)NC(C)C)ccc1OCC(=O)Nc1c(C)cc(C)cc1C	5	-3	-3.9	-40	-6	3	-14	-2	57	63
C=CCn1c(SCC(=O)NCc2ccc3c(c2)OCO3)nnc1C1CCCCC1	10	-5	0.5	-48	-14	3	4	0	101	96
CC1=NNC(=O)C1CCC(=O)N/N=C/C=C/c1ccccc1 (stereo not given)	7	6	0.1	-5	/	-1	9	-4	98	95
Oc1cccc(/C=N/Nc2cc(N3CCOCC3)nc(N3CCOCC3)n2)c1	1	0	-2.5	-8	/	0	22	-3	51	52
CC(NCCc1ccc(O)cc1)C(O)c1ccc(O)cc1 (stereo not given)	26	6	-1.1	-50	/	5	8	/	100	99
COc1cc(C(=O)Oc2cc(C)cc(C)c2)cc(OC)c1OC	10	/	-2.1	-28	-11	2	-14	/	88	96
COc1cccc(C(=O)/C=C/Nc2ccc(S(=O)(=O)Nc3cnc4ccccc4n3)cc2)c1	17	3	0.5	-22	34	-1	3	-1	92	93
Cc1oc(-c2ccccc2F)nc1CS(=O)(=O)CC(=O)N1CCCCCC1	16	-4	-0.5	-24	/	1	-6	0	90	91
Cn1c(/C=C/c2ccc([N+](=O)[O-])o2)nc2ccccc2c1=O	1	3	-4.9	82*	-20	3	4	3	1.8*	1.5*
CCn1c(SCC(=O)Nc2ccc3c(c2)OCCO3)nnc1-c1ccccn1	22	-5	-0.5	-19	-11	4	1	0	95	92
COc1ccccc1N(CC(=O)NC(C)(C)C)S(=O)(=O)c1cccs1	4	-2	-1.2	2	/	2	5	0	91	97
CSc1nc(C)c(CCOC(=O)c2ccccc2)c(=O)[nH]1	8	-8	-0.5	-26	-4	2	-1	/	99	115
Cc1nn(-c2cc(N3CCCCC3)ccc2N)c(=O)c2ccccc12	6	/	-1.4	-18	-33	0	-3	/	91	96
CCOc1ccc2nc(/N=C/c3c(C)[nH]n(-c4ccccc4)c3=O)sc2c1	51	0	-0.8	-21	/	3	7	-1	86	102
Cc1cc(OCCCCN2C(=O)NC(C)(C)C2=O)cc(C)c1Cl	19	-15	-1.8	-42	23	4	-8	-1	75	89
S=c1nc(-c2ccco2)[nH][nH]1	9	-1	0.1	-49	-20	-2	18	1	97	103
Cc1ccc2oc(-c3ccc(C)c(NC(=O)Cc4cccs4)c3)nc2c1	8	-20	0.3	-41	-39	3	-1	/	85	89
COc1cccc(NC(=O)N(Cc2ccco2)C(C)c2cccs2)c1 (stereo not given)	3	-6	-2.3	7	-1	3	-2	0	86	81
c1cnc(N2CCN(c3nc4ccccc4n4cnnc34)CC2)nc1	6	-9	1.6	-3	-4	2	-8	-1	103	104
CCNc1nc(N)nc(Oc2ccc(C(=O)OC)cc2)n1	2	-5	-0.8	-16	-17	1	-2	-5	108	102
O=C(CCn1[nH]c(=O)c2ccccc2c1=O)OC1CCCCC1	7	12	0.0	-33	22	-1	6	-1	98	104
Cc1cc(=O)[nH]c(SCC(=O)c2ccccc2)c1C#N	4	-8	-4.6	-14	37	3	10	2	81	88
Continuation:
SMILES	Measles CPE	Yeast life ext	MRP-1 activ	Yeast growth inh	E-sel TNF inh	NPY-Y2 antag	GALR2 antag	Phagocytosis inh	HCT116 bCat-KO	PTEN del growth
CS(=O)(=O)N(CC(=O)NCc1ccco1)Cc1ccc(Cl)cc1	16	-24	-3.1	-28	5	2	10	8	66	61
C=CCOC(=O)/C(=C\c1ccccc1)NC(=O)c1ccco1	6	18	-0.5	-18	/	2	-2	-5	91	98
Cc1nc(-c2ccc(NC(=O)CC(C)C)cc2)cs1	13	-3	0.9	-21	3	0	1	-3	85	98
CCc1nnc(NC(=O)CCC(=O)N2CCN(Cc3ccccc3)CC2)s1	8	-1	-0.7	0	6	1	-1	0	93	93
N#Cc1c(N)nc2c(c1N)CC(CO)O2 (stereo not given)	4	-19	0.3	6	-21	1	-2	4	106	90
O=C(CCC1CCCC1)Nc1nnc(-c2ccc3c(c2)OCO3)s1	8	-2	-2.1	-37	5	1	-11	-4	93	102
CCCCCCCOc1ccc(OC(=O)c2ccncc2)cc1	3	-3	-2.6	-31	5	0	-5	/	56	46
CC(C)(O)C#CC#CCN1CCOCC1	2	-8	-2.9	12	-8	0	5	-2	97	100
O=C(Cn1nc(Cc2cccnc2)c2ccccc2c1=O)NCCCN1CCCC1=O	8	-7	-1.4	8	-15	-2	3	-1	97	98
COCCCn1c(SCC(=O)N2CCCC(C)C2)nnc1-c1ccco1 (stereo not given)	7	-4	-1.3	-40	-27	0	-3	-3	99	101
O=C(c1ccc2c(c1)OCO2)N1CCc2ccccc2C1	4	0	-2.1	-27	/	4	2	0	69	65
COc1cc(OC)cc(C(=O)Nn2cc(C(=O)Nc3ccccc3F)c3ccccc3c2=O)c1	23	0	-2.7	-15	5	2	4	/	85	78
Cc1cc(C)c2cc(C(c3nnnn3C3CCCC3)N3CCOCC3)c(=O)[nH]c2c1 (stereo not given)	6	-3	-3.9	-20	-5	-2	-1	-1	87	85
O=c1c2ccccc2ncn1Cc1nc2ccccc2s1	8	18	-3.2	-44	/	1	7	-1	95	90
COCCn1cc(C(=O)N2CCCC(C)C2)c2c3ccccc3n(C)c2c1=O (stereo not given)	5	-19	-2.7	-28	-19	3	0	-2	102	96
COc1cc(C(=S)N(C)C)ccc1O	5	-10	0.5	-31	-12	1	1	1	99	104
COc1cc(NC(=S)NN2CCN(C)CC2)cc(OC)c1	14	7	-0.3	-30	-33	1	-3	-1	95	98
O=C(NCCO)c1c(O)c2cccc3c2n(c1=O)CC3	26	36	-2.0	-44	1	6	5	1	88	99
O=C(c1cc(C2CC2)on1)N1CCN(c2ccccc2)CC1	10	-16	-0.6	-15	/	3	-11	0	90	97
CCOC(=O)c1nn(-c2ccc3c(c2)CCN3C(C)=O)cc1O	8	-21	-0.9	-15	/	-1	-4	1	82	89
CC(=O)Nc1cccc(NC(=O)CSc2nnnn2Cc2ccccc2)c1	2	2	-2.9	-37	20	6	14	0	79	79
CCS(=O)(=O)n1nc(-c2ccc(C)cc2)nc1N	18	-25	0.0	-30	-17	1	-13	0	80	90
CCOc1ccc(-c2n[nH]c(C(=O)NN)c2C)cc1	6	-10	-0.6	10	/	4	0	-4	104	92
O=C(c1cc([N+](=O)[O-])ccc1N1CCCCC1)N1CCCC1	4	-1	-2.4	-12	/	5	4	2	79	79
O=C(O)c1ccc(Cn2cc(Cl)cn2)cc1	18	6	-1.1	13	55	2	-7	-3	97	94

Assay outcomes deposited in PubChem BioAssay by several laboratories.
